# Compound activity: PubChem, several laboratories
# NPY Y2 blocker = NPY-Y2 receptor antagonists, primary screen, cell-based | Neuropeptide Y receptor type 2 (Homo sapiens), P49146 | NPY-Y2 expressing cells, antagonist mode | inhibition, % at 2.7 µM | actives 0.99% (n = 140,000) | AID 793, 2007; in the data active = inhibition above about 17%;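 also: 0% = vehicle with agonist challenge and 100% = reference antagonist with challenge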
# Target sequence (P49146 whole entry, looked up): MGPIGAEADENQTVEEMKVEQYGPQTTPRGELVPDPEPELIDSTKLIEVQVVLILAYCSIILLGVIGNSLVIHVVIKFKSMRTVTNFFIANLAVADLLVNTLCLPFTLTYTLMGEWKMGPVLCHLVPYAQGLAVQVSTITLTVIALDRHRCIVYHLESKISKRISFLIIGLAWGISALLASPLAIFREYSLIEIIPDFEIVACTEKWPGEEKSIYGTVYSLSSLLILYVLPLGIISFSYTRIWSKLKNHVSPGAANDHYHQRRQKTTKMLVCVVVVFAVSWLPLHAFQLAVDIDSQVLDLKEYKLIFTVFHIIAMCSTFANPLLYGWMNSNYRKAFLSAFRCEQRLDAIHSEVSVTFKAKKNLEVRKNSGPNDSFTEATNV
# bCat KO growth = primary screen for growth suppressors in beta-catenin knockout HCT116 cells (colon tumor, human) | viability, % at 10 µM | AID 818, 2007 | HCT116 beta-catenin knockout viability, CellTiter-Glo, 60 h; stronger effect = lower value | actives 1.5% (n = 140,000);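 active = viability at or under a set limit, the compound median less 4 SD, cut at about 6% in these data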;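 also: 0% = Hyamine 1622 control at 20 µM and 100% = untreated cell control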
# E-sel TNF inh = E-selectin induction blockers in HUVEC – imaging, immunofluorescence, high content, primary screen; actives 0.71% (n = 120,000); inhibition, % at 2 µM; HUVEC TNFa-induced E-selectin immunofluorescence;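 active = inhibition above the batch mean plus 3 SD, and confirmed as a hit on visual image review, cut at about 43% in these data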;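 also: 0% = TNF-stimulated DMSO wells and 100% = unstimulated control wells; not every result past the cut was called active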
# GALR2 antag = GALR2 antagonists in receptor-expressing cells, primary screen; actives 0.39% (n = 140,000); antagonist mode; Galanin receptor type 2 (Homo sapiens), O43603; inhibition, % at 4 µM; in the data active = inhibition above about 27%;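 also: cells stimulated with galanin 1-16 at roughly its EC80; 0% = agonist challenge control and 100% = basal control without agonist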
# Target sequence (O43603 whole entry, looked up): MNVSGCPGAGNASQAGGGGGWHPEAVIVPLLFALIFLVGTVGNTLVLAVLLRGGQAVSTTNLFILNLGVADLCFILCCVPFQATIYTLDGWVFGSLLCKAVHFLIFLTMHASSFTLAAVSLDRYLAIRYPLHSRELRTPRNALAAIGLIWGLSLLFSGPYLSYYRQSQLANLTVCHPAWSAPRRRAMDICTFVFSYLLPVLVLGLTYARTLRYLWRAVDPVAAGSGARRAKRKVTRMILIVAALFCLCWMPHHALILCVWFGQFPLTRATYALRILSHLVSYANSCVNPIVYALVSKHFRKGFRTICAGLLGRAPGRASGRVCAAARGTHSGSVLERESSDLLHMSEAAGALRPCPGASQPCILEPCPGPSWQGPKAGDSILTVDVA
# Yeast life ext = compounds extending yeast replicative lifespan, primary screen, S. cerevisiae, OD615; S. cerevisiae growth with nicotinamide; deaD strain in restrictive glucose medium; inhibition of the nicotinamide effect, % at 10 µM; actives 0.68% (n = 130,000); AID 775, 2007;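 active = inhibition above a set limit, placed 3 SD over the median of all compounds, cut at about 26% in these data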;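 also: 0% = nicotinamide-treated wells and 100% = cells grown without nicotinamide; some compounds called inactive have numbers as strong as hits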
#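 Buffer or medium: CSMM-D glucose medium, restrictive; test system: modified budding yeast, DeaD strain; compound: single dose 10 µM compound, 0.25% DMSO; schedule: culture preincubation 4 h, compound exposure 48 h, both 30 °C; detection: optical density (absorbance) at 615 nm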
# Measles CPE = compounds protecting cells from measles virus cytopathic effect, primary screen, measles RdRp inhibitor project, single point, MLSMR library, absorbance | protection (pct of control), % at 4 µM | actives 1.5% (n = 140,000) | Measles virus-infected cells, CPE protection; in the data active = protection mostly above about 24%, no sharp cut-off; inactive = mostly below about 26%; also: some compounds called inactive have numbers as strong as hits
# PTEN del growth = growth suppression of PTEN-null HCT116, primary screen, cell-based, CellTiter-Glo; viability, % at 10 µM; HCT116 PTEN-null viability, 60 h; stronger effect = lower value; actives 1.2% (n = 140,000);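 active = viability at or below a set limit, 4 SD under the median of all tested compounds, cut at about 3.7% in these data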;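 also: PTEN knockout HCT116 line with beta catenin targeted HCT116 as companion control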
# Phagocyt inh = inhibitors of macrophage phagocytosis, primary screen, imaging, J774A.1 cells, IgG beads. J774A.1 macrophage IgG-bead phagocytosis. inhibition, % at 5 µM. actives 0.07% (n = 110,000). AID 1029, 2008;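 active = inhibition above the mean of the plate negative controls plus 5 SD, cut at about 13% in these data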;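 also: phagocytic index as fraction of beads internalized from green versus red external bead signal; plate controls were DMSO negative control for no effect and cytochalasin-D positive control for full effect; some results beyond the cut were filed as inactive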
# MRP-1 activ = H69AR viability gain despite doxorubicin, primary screen, MRP-1 activator project, H69AR cells, CellTiter-Glo | viability increase, % at 10 µM | viability rescue | actives 0.61% (n = 140,000);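 active = viability gain under doxorubicin at or above a set limit, the compound median plus 3 SD, cut at about 4.7% in these data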;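 also: MRP-1 overexpressing cells given doxorubicin 25 µM after compound pretreatment; 18-22 h compound pretreatment then 72 h with doxorubicin before readout; 0% = doxorubicin-only wells and 100% = vehicle-treated cells without doxorubicin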
# Yeast growth inh = growth inhibitors of yeast BB579 in restrictive medium, primary screen, yeast lifespan-shortening project, S. cerevisiae; OD615, 48 h; inhibition, % at 10 µM; actives 0.51% (n = 140,000);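 active = inhibition above a set limit, 3 SD over the mean compound inhibition, cut at about 44% in these data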; also: inactives centre near -24
#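 Detection: OD615 turbidity measurement; Material: Saccharomyces cerevisiae DeaD strain BB579, replicative lifespan model yeast; Timing: 48 h exposure, 30 °C; Doses: single 10 µM dose; Medium: CSMM-D restrictive synthetic medium containing dextrose (glucose); Controls: amphotericin B at 10 µg/mL as positive control.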
# Active calls of the source: *; / = not tested or not shown. Compounds as they come; about 6.3% have a hit in one of these screens.
SMILES,NPY Y2 blocker,bCat KO growth,E-sel TNF inh,GALR2 antag,Yeast life ext,Measles CPE,PTEN del growth,Phagocyt inh,MRP-1 activ,Yeast growth inh
CCN1C(=O)CC(C(=O)Nc2ccc(F)cc2)SC1=Nc1ccc2c(c1)OCO2 (centres undefined),0,85,-8,7,-11,26,79,-1,-1.9,-11
CCOC(=O)C(C(=O)OCC)C(C)C#CCN1CCCCC1 (centres undefined),0,96,-14,-4,-3,19,100,0,-2.1,-28
CC(C)NC(=O)NC(=O)CSc1nncn1C,-1,99,-1,0,-5,4,113,-1,0.5,-22
CCOc1cc(/C=N/NC(=O)C(C)Sc2ccccn2)ccc1O (centres undefined),4,100,/,10,-4,4,94,/,-3.0,-4
O=[N+]([O-])c1nn(-c2ccc3c(c2)OCCO3)n(O)c1=NCc1ccc(F)cc1,3,87,/,-7,0,15,86,-7,-4.3,-13
Cc1cccc(N2CCN(C(=O)CN(C)S(=O)(=O)c3ccc4c(c3)CCC(=O)N4)CC2)c1C,8,49,5,-5,-5,6,65,-1,-2.8,7
Cc1cc(OCCOCCN(C)C)ccc1Cl,6,97,19,-14,-2,23,96,-3,-2.4,-52
CNC(=O)/C(=C\c1cccc(Oc2ccccc2)c1)NC(=O)c1ccccc1,3,90,/,2,2,18,93,/,-0.7,-6
CCCCC(=O)Nc1ccc(NC(=S)NC(=O)CC(C)C)cc1OC,3,93,/,5,3,19,100,0,-1.3,-29
Brc1ccccc1-c1nnc2sc(-c3ccc4c(c3)OCCO4)nn12,10,34,4,-4,-4,9,34,-1,-1.5,-64
COc1ccc(/C(N)=N/OC(=O)c2ccc3c(c2)OCO3)cc1OC,-1,75,-21,-6,-18,1,81,0,-5.4,-5
Cc1ccc(Nc2nnc(SCc3cc(=O)n4ccsc4n3)s2)c(C)c1,6,107,21,-5,-2,4,93,0,-1.3,-48
Cc1ccc(-c2noc(CCCc3ccccc3)n2)cc1,3,94,7,5,-31,5,87,/,-1.5,-44
COc1cc(C(=O)OCCNC(=O)c2ccncc2)cc(OC)c1OC,1,93,62*,-9,2,29,88,-4,-1.8,-26
CN1C(=S)SC(N(O)C(=O)Nc2cccc3ccccc23)C1(C)C (centres undefined),0,99,-10,12,-13,1,87,4,-4.4,-49
N#Cc1ccccc1NC(=O)c1ccc(-c2ccccc2Cl)o1,8,68,-17,5,-31,15,66,3,-1.2,-22
Cn1c(=O)cc(SCC(=O)Nc2cccnc2)c2ccccc21,3,98,-2,-4,0,5,90,-2,0.4,-39
Cc1ccc(CS(=O)(=O)CCC(=O)NCc2cccs2)cc1,4,76,-3,6,-11,4,85,/,-2.8,-25
O=C(CSc1nc2c(sc3ccccc32)c(=O)n1CCO)NCC1CCCO1 (centres undefined),0,104,-6,-6,-3,7,109,-1,-0.8,-52
COc1ccc(NC(=O)N2CCCCC2c2cccnc2)cc1 (centres undefined),3,96,/,11,-1,11,97,-10,-0.8,-14
Cn1cnnc1SC(C(=O)Nc1ccc(F)cc1)c1ccccc1 (centres undefined),-2,94,14,3,-2,2,94,-1,-1.0,-21
CCC1(C)Cc2c(sc3c2c(=O)n(C)c2nnc(SCc4ccccc4)n32)CO1 (centres undefined),-1,72,-4,7,-8,7,71,0,-4.5,-30
CCOC(=O)C1CCN(C(=O)c2ccc3snnc3c2)CC1,2,93,-10,11,/,7,95,/,-2.2,-13
Cc1cc2c(cc1C)[n+](C)cn2CC(O)COCc1ccccc1 (centres undefined),4,92,19,9,-5,34,90,0,-1.6,-24
O=C(CN1CCOCC1)Nc1ccc(C2CCCCC2)cc1,1,88,19,-3,-7,6,91,-1,-0.1,-60

# (cont.)
SMILES,NPY Y2 blocker,bCat KO growth,E-sel TNF inh,GALR2 antag,Yeast life ext,Measles CPE,PTEN del growth,Phagocyt inh,MRP-1 activ,Yeast growth inh
c1ncn(C23CC4CC(CC(C4)C2)C3)n1,1,98,-8,-2,12,14,95,-1,0.3,-50
c1ccc(-c2n[nH]c3c2CCC3)cc1,2,104,-18,-5,-7,17,105,2,-0.5,12
O=C(CCCn1c(=S)[nH]c2ccccc2c1=O)N1CCN(c2cccc(Cl)c2)CC1,0,86,4,4,2,59*,77,-3,-0.5,-45
CCN(CC)S(=O)(=O)c1ccc2oc(C(=O)N3CCOCC3)c(C)c2c1,3,90,-9,-2,-4,11,102,3,-1.6,-45
COc1ccc(S(=O)(=O)N2CCC(C(=O)NCc3ccco3)CC2)cc1,6,95,-4,-8,-10,7,97,0,-3.8,26
COc1cccc(N(C(=O)Cn2nnc(-c3ccc(C)cc3)n2)C(C(=O)NC(C)(C)C)c2c[nH]c3ccccc23)c1 (centres undefined),-2,74,-6,9,45*,5,76,/,0.3,-96
CCOC(=O)C(C)N1N=C(/C=C/c2ccc(OC)cc2)CCC1=O (centres undefined),8,86,12,-6,-16,14,90,/,-0.6,-2
CCOC(=O)C1=C(C)N=c2s/c(=C\c3ccncc3)c(=O)n2C1c1ccc2c(c1)OCO2 (centres undefined),1,13,-5,5,10,6,10,1,-4.7,-30
Clc1ccc2[nH]c3c(c2c1)CCc1cn[nH]c1-3,-4,71,/,-1,-29,4,72,3,-4.7,100*
c1cncc(-c2nnc3n2C2(CCCCC2)Cc2ccccc2-3)c1,2,97,-20,-9,-12,3,93,-1,-3.8,-12
Nc1nonc1C(=O)NCCN=Cc1ccccc1O,3,102,-27,-3,-8,32,99,/,-3.7,0
COc1ccc(OCCOCCN2CCOCC2)cc1,2,95,14,6,-13,1,91,/,-0.6,-24
CC1(C)NC(=O)N(CCOCCOc2cccc(Oc3ccccc3)c2)C1=O,4,74,2,-7,-6,4,71,1,-2.7,-7
Cc1cccc(N2CCN(C(=S)c3ccc([N+](=O)[O-])cc3)CC2)c1,1,87,/,11,-7,13,86,/,-1.1,-33
O=C(CN1CCOc2ccccc21)NCc1ccc(Cl)cc1,2,93,-11,0,-5,16,90,/,-2.4,13
c1csc(-c2cnc3ccccc3n2)c1,2,93,-8,-5,-11,8,95,0,-2.7,12
CCN1C(=O)CC(N2CCC(C(=O)OC)CC2)C1=O (centres undefined),6,83,13,-8,12,15,98,-1,-1.1,-36
CCN(CC)S(=O)(=O)c1cc(NC(=O)COC(=O)CCc2nc3ccccc3s2)ccc1C,10,90,-6,-5,3,18,99,-1,1.0,-39
Cc1cc(C)c(C(=O)CSc2nnc(-c3cccnc3)n2C)c(C)c1,1,101,12,-10,-10,19,101,5,-0.7,-13
CNc1cccccc1=S,3,83,16,-12,-6,15,87,3,-0.9,-28
O=c1[nH]c2ccccc2cc1CN(c1ccccc1)S(=O)(=O)c1ccccc1,5,93,/,0,2,7,100,-3,0.6,1
CC(=NCc1ccco1)C1=C(O)c2ccccc2C1=O,6,77,-3,-9,-6,3,76,-1,-3.0,20
CC(=O)C1=C(O)C(=O)N(CC#N)C1c1cccs1 (centres undefined),2,107,13,-4,2,4,93,1,-0.6,-35
Cn1c(SCC(=O)c2ccccc2)nnc1-c1cccnc1,3,96,-14,5,-15,/,96,-2,0.2,-2
Clc1ccc(OCCSc2nnnn2C2CCCCC2)cc1,22*,94,15,8,-5,6,94,0,-0.8,-29

# A different layout for part of the listing above.
Molecule | NPY Y2 blocker | bCat KO growth | E-sel TNF inh | GALR2 antag | Yeast life ext | Measles CPE | PTEN del growth | Phagocyt inh | MRP-1 activ | Yeast growth inh
CCN(CC)S(=O)(=O)c1cc(NC(=O)COC(=O)CCc2nc3ccccc3s2)ccc1C | 10 | 90 | -6 | -5 | 3 | 18 | 99 | -1 | 1.0 | -39
Cc1cc(C)c(C(=O)CSc2nnc(-c3cccnc3)n2C)c(C)c1 | 1 | 101 | 12 | -10 | -10 | 19 | 101 | 5 | -0.7 | -13
CNc1cccccc1=S | 3 | 83 | 16 | -12 | -6 | 15 | 87 | 3 | -0.9 | -28

# Next part:
SMILES,NPY Y2 blocker,bCat KO growth,E-sel TNF inh,GALR2 antag,Yeast life ext,Measles CPE,PTEN del growth,Phagocyt inh,MRP-1 activ,Yeast growth inh
CCOC(=O)c1[nH]c2ccc(OC)cc2c1NC(=O)c1cccc(OC)c1,1,97,/,11,-13,13,76,/,-1.8,-34
Cc1ccnc(SCC(=O)Nc2c(C)n(C)n(-c3ccccc3)c2=O)n1,6,93,-15,-11,-2,2,93,/,-3.2,-4
CCN1CCN(c2ccc([N+](=O)[O-])c(Sc3nc4ccccc4[nH]3)c2)CC1,5,61,12,-10,0,7,55,-6,-3.5,5
CN(Cc1ccccc1)c1ncnc2c1cnn2-c1ccccc1,5,83,/,-2,-7,11,91,-1,5.3*,-17
CCCc1cc(=O)[nH]c(SCC(=O)NCCCC(=O)OCC)n1,4,94,-8,5,-2,5,94,1,-1.2,-4
COc1cc(CCN2C(=O)N[C@@H](c3cccc(C(F)(F)F)c3)C(C(C)=O)=C2C)cc(OC)c1OC,-1,86,-1,18,-3,17,79,/,-2.1,-27
CC(=O)c1ccc(NC(=O)CCn2c(=O)oc3ccccc32)cc1,-2,83,/,1,-6,14,95,-4,-1.2,-25
O=C(CN1CCN(C2CCCCC2)CC1)Nc1ccccc1-c1ccccc1,17,71,37,3,-6,14,73,0,-3.8,-26
CCN1CCN(c2nc(-c3ccncc3)nc3ccccc23)CC1,4,26,3,3,2,5,24,-3,-4.7,-17
C=CCn1cc(C(=O)NCCOC)c(=O)c2cc(S(=O)(=O)N(CC)CC)ccc21,2,89,15,7,-13,3,80,-1,-1.3,-19
OC(COc1c(F)cc(Br)cc1F)CN1CCN(c2ccc(F)cc2)CC1 (centres undefined),7,86,-1,-10,1,2,89,1,-1.6,-18
COc1ccc(NC(=O)C2CCCN(S(=O)(=O)c3ccc4c(c3)oc(=O)n4C)C2)cc1OC (centres undefined),-1,96,/,8,-8,16,100,0,-0.4,-68
COc1cc(Cl)c(C)cc1NC(=O)CSc1cc(Cl)ccc1Cl,3,75,-5,-14,7,3,67,-6,-2.9,-56
CC(C)(C)C(=O)NCCCc1nc2ccccc2n1CCCOc1ccc(Cl)cc1,10,7,-28,-14,-19,4,10,/,-2.6,-21
Cc1ccc(C)c(N2CCN(c3ccc(N4C(=O)COCC4=O)cc3[N+](=O)[O-])CC2)c1,-1,98,-51,8,-2,11,101,-5,-0.2,-10
c1ccc(-c2nc(-c3ccco3)n3ccccc23)cc1,1,82,-5,20,-3,3,77,-1,-3.4,-35
COc1ccc(O)c(C(=O)c2cc(C#N)c(=O)n(-c3c(C)n(C)n(-c4ccccc4)c3=O)c2)c1,3,96,0,0,-26,5,93,1,-2.8,-2
COC(=O)CCc1c(C)[nH]c(C(=O)OCc2ccccc2)c1C,5,90,/,7,-28,9,95,-1,5.1*,-13
COc1ccc(/C=N/NC(=O)CSc2nnc(CCCc3ccc(OC)c(C)c3)o2)cc1,2,79,-23,0,-1,2,75,0,-2.0,-37
